S3 lipid droplet: qHTS Assay for Lipid Storage Modulators in Drosophila S3 Cells; Drosophila S3 cells, BODIPY lipid droplet fluorescence, 18-24 h; cells fed with added oleic acid; lipid storage change, negative = inhibition, % at the top dose, mostly 46.1 µM; hits show Potency in µM; actives 0.64% (n = 320,000); AID 2685; active = well fitted inhibition curve with a large enough effect in the signal ratio, with a control signal flat, not every such curve was filed as active; inconclusive = small, poorly fitted or top-dose-only effect, or effect the other way, or a change in a side signal; the % refers to the signal ratio
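Drosophila S3 cells got compounds at several concentrations plus oleic acid (400 uM solution). Laser-scanning cytometry with 488 nm excitation read lipid droplets at 500-530 nm and cells at 575-640 nm. Percent activity was relative to 20 uM Triacsin C.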
S3 lipid droplet cell count max: recorded beside S3 lipid droplet, whose call it bears; cell number change, %; measured here: cell count max response;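 cells counted by Cell Tracker Red CMTPX staining in the red channel; peak over a dose series mostly up to 46.1 µM; percent activity relative to internal control wells on each plate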
* = called active by the depositor; i = inactive; ? = inconclusive; . = not tested or not shown; & = joins results of further samples; [ ] = remark or other dose. % is scaled to controls: 0 for no effect and ±100 for the full control effect; potency is read from the fitted curve at half-maximal effect. Not all compounds are listed (hit frequency here may not be typical).

Compound	S3 lipid droplet	S3 lipid droplet cell count max
Cc1noc(C)c1COC(=O)c1cc(=O)[nH]c2ccccc12	13%	-17
O=C(Nc1ccc(Cl)cc1)/C(=C1\CCCN1)[N+](=O)[O-]	11%	-5
O=C(O)C12CC3CC(C1)CC(n1ncc(NCc4ccccc4)c(Cl)c1=O)(C3)C2	?	.
O=C(N/N=C/c1cccc([N+](=O)[O-])c1O)C(O)(c1ccccc1)c1ccccc1	?	.
CCc1nnc(NC(=O)CCC(=O)NCc2ccccc2OC)s1	3%	-16
Cc1ccccc1C(=O)NNC(=O)CSc1nnc(C)n1-c1ccccc1	?	.
Cc1ccc(N2C(=O)SC(N(CC(=O)O)c3cccc(C)c3)C2=O)cc1 (centres undefined)	?	.
O=C(NNC(=O)C1CCN(C(=O)Nc2ccccc2)CC1)c1ccc([N+](=O)[O-])cc1	?	.
N#CC1(NC(=O)COC(=O)Cc2n[nH]c(=O)c3ccccc23)CCCCC1	?	.
Cn1c(=O)c2[nH]c(N/N=C(/C#N)C(N)=O)nc2n(C)c1=O	-4%	5
Cc1cc(Cn2nc(C(=O)NCc3cccs3)cc2-c2ccccc2)on1	?	.
CCC(=O)/C(=C(/O)c1ccccc1)c1nc2ccccc2[nH]1	?	.
C=CCN(c1ccccc1)S(=O)(=O)c1cccc(C(=O)NCC(c2cccs2)N2CCOCC2)c1 (centres undefined)	?	.
CC(OC(=O)c1ccc2c(c1)OCCO2)C(=O)NC1CCCCC1C (centres undefined)	?	.
CCOc1cc(C(=S)N2CCOCC2)ccc1OC(=O)c1cc(OC)c(OC)c(OC)c1	?	.
O=C(OCC(=O)N1CCc2ccccc21)c1cccc(S(=O)(=O)N2CCCc3ccccc32)c1	-6%	0
COc1cc2cc(C(=O)N3CCOCC3)cc(-c3ccc(C)cc3)c2cc1OC	?	.
CC(=O)NNC(=O)C(O)(c1ccccc1)c1ccccc1	7%	-2
Cc1cccc(N(C(=O)c2snc(C(N)=O)c2N)C(C(=O)NCC2CCCO2)c2ccc(N(C)C)cc2)c1 (centres undefined)	?	.
c1ccc(-n2ncc3c2ncn2nnnc32)cc1	-1%	9
c1ccc(NCc2cccc3ccccc23)nc1	?	.
CCCC(=O)NC(Nc1cccc(C(F)(F)F)c1)C(Cl)(Cl)Cl (centres undefined)	?	.
Cc1cc(N2CCN(C)CC2)nc2ccc(NC(=S)NCCC(C)C)cc12	11%	.
CCN1C(=O)C(O)(CC(=O)c2ccc3c(c2)OCCO3)c2ccccc21 (centres undefined)	?	.
Cc1nnc(SCSc2nnc(C)s2)s1	-1%	1
CN(C)Cc1c(C(=O)N/N=C/c2cccc(OCc3ccc(F)cc3)c2)nnn1-c1nonc1N	?	.
O=C(/C=C/c1cn(-c2ccccc2)nc1-c1cccnc1)N1CCCCC1	?	.
O=C(NC1CCS(=O)(=O)C1)c1cccc(S(=O)(=O)N2CCCC2)c1 (centres undefined)	?	.
COc1ccc(CCNC(=O)c2ccco2)cc1OC	6%	11
CCOC(=O)C1(Cc2cccc(OC)c2)CCCN(Cc2c(C)nn(C(C)C)c2C)C1 (centres undefined)	-12%	-10
CC(=O)Nc1sc2c(c1CN1CCN(c3ccc(F)cc3)CC1)CCCC2	?	.
CCOC(=O)C1CCN(c2nc3ccccc3nc2C(C#N)C(=O)OC(C)C)CC1 (centres undefined)	?	.
Cc1ccc(S(=O)(=O)N2CCC(NC(=O)C3CCCCC3)CC2)cc1	?	.
Cc1cccc(N2C(=O)C3C4C=CC(C4)C3C2=O)c1 (centres undefined)	?	.
CC(C)CNC(=O)N[C@@H](CC(C)C)C(=O)O	?	.
CCCCCCSC1=C(C#N)C(c2ccccc2)CC(=O)N1 (centres undefined)	i	9
COc1ccc(CC2CCOC2=O)cc1 (centres undefined)	?	.
COc1cccc(OC)c1C(=O)Nn1c(C2CCC2)nc2ccccc2c1=O	?	.
COc1ccc(C(=O)NN/C(C)=C/C(=O)c2ccccc2)cc1	i	.
C=CCN=C1SC(C)(C)C(=O)N1S(=O)(=O)c1ccc(C)cc1	-1%	-7
Cc1cc(CN(C)C)c(O)c(C2(C)CCCCC2)c1	?	.
Cc1nnc(NC(=O)CC(CN(C)S(=O)(=O)c2ccccc2)c2ccccc2)s1 (centres undefined)	?	.
Cc1cccc(N2CCN(C(=O)c3ccc(CS(=O)Cc4cccc(Cl)c4)o3)CC2)c1C (centres undefined)	?	.
CC1CN(S(=O)(=O)Cc2ccccc2)CC(C)O1 (centres undefined)	?	.
Cc1ccc(-c2cc(C(=O)NC3CCCC3)no2)cc1	71%	-1
COc1cc2c(cc1OC)CN(C(=O)c1cccc(S(=O)(=O)N3CCc4ccccc43)c1)CC2	?	.
O=C(CCC(=O)N(CC(=O)NC1CCCC1)C1CCCC1)Nc1ccccn1	4%	-14
CCCC(c1nnnn1CC1CCCO1)N1CCN(c2ccccc2)CC1 (centres undefined)	22%	5
COc1ccc(NC(=O)CC2C(=O)N(c3ccc(F)cc3)C(=S)N2NC(=O)c2ccccc2)cc1 (centres undefined)	18%	2
CCOC(=O)c1c(C)[nH]c(C(=O)OCC(=O)Nc2sccc2C(N)=O)c1C	?	.
COc1ccc2[nH]c(=S)cc(C)c2c1	15%	2
CCN(CC)c1ccc(/C=C(/C#N)C(=O)NCc2ccccc2)o1	2.1µM*	-20*
CCn1c(/C=C/c2ccccc2)nc2ccccc21	-6%	.
O=C1CC2(CCCC2)CC(=O)N1c1ccccc1	4%	0
FC(F)(F)c1ccccc1NC(=S)N1CCN(c2ncccn2)CC1	?	.
O=C(c1ccnc(Cl)c1)N1CCCC(Nc2ccc(F)cc2)C1 (centres undefined)	?	.
CCC(C)NC(=O)c1ccc(CSCc2ccc(Cl)cc2)o1 (centres undefined)	i	.
Cc1cccc(S(=O)(=O)N(CC(=O)Nc2ccccc2C)Cc2ccco2)c1	?	.
Cc1ccc[n+](CC(=O)Nc2ccc([N+](=O)[O-])cc2Cl)c1	?	.
CC1CCCC(C)N1C(=O)CSc1nc2ncnc(N)c2[nH]1 (centres undefined)	?	.

Remaining list, next part
Compound	S3 lipid droplet	S3 lipid droplet cell count max
CC(C)(C)NC(=O)CN(C(=O)c1snc(C(=O)NC2CCCCC2)c1N)c1ccc(F)cc1	?	.
Nc1nc(-c2ccco2)nn1C(=O)c1ccc(Cl)cc1	?	.
CC(C)c1cccc(C(C)C)c1NC(=O)CN1CCCC1	?	.
CCCCc1cc(=O)oc2cc(C)cc(OCC(=O)Nc3ccccn3)c12	?	.
CCn1cc(CNC(=O)c2ccc(C)s2)cn1	-12%	16
Cc1cc(NC(=O)c2ccccc2Cl)ccc1NC(=O)c1ccccc1Cl	?	.
CCOc1cc(C2C(C#N)=C(N)SC(N)=C2C#N)ccc1OCCN1CCOCC1	i	.
CCNC(=S)N/N=C/c1cn(Cc2ccccc2F)c2ccccc12	?	.
COc1ccc(S(=O)(=O)NCCCN2CCCC2=O)cc1OC	?	.
CO/N=C(\C)c1ncc(C(F)(F)F)cc1N1CCOCC1	i	23
CCOC(=O)c1ccc(N2CCN(c3ccc(F)cc3)CC2)c(NC(=O)Nc2cccc(OC)c2)c1	?	.
O=C(CN(C(=O)c1csnn1)c1cccc(F)c1)NCc1ccc(F)cc1	-5%	-6
CCc1ccc(-c2nc(-c3ccncc3)no2)cc1	?	.
CCOc1ccc(C(=O)NCC(=O)NNC(=O)CN(C)S(=O)(=O)c2ccc(Cl)cc2)cc1	?	.
Cc1ccc(-n2nc(C)c(Sc3ccccc3[N+](=O)[O-])c2N)cc1	?	.
COc1ccccc1CCNC(=O)C(=O)NCC1OCCN1C(=O)c1ccc(Cl)cc1 (centres undefined)	5%	-8
COc1ccc(Nc2nc(C)nc3c2nnn3Cc2ccccc2)cc1OC	0%	-19
O=C(Nc1ccnn1C1CCN(Cc2ccccc2OCCO)CC1)c1cccc(F)c1	?	.
Cc1nc(SCC(=O)NCCc2ccccc2)c2oc3ccccc3c2n1	3%	-17
CC(=O)Nc1ccc(NC(=S)NC(=O)/C=C/c2ccc(Cl)cc2)cc1	4%	20
CN(C)CCN(C(=O)c1ccc2ccccc2c1)c1nc2cc3c(cc2s1)OCCO3	?	.
CN(C(=O)CSc1nnc(-c2cccc(F)c2)n1N)C1CCS(=O)(=O)C1 (centres undefined)	-1%	4
CCOc1ccc(NC(=O)CSc2nc(=O)n(Cc3ccccn3)c3c2CCC3)cc1	?	.
O=P(c1ccccc1)(c1ccccc1)c1cc(Br)cc(Br)c1OCCO	-9%	7

A run of entries from the list above, for reference:
Compound	S3 lipid droplet	S3 lipid droplet cell count max
CCNC(=S)N/N=C/c1cn(Cc2ccccc2F)c2ccccc12	?	.
COc1ccc(S(=O)(=O)NCCCN2CCCC2=O)cc1OC	?	.
CO/N=C(\C)c1ncc(C(F)(F)F)cc1N1CCOCC1	i	23
CCOC(=O)c1ccc(N2CCN(c3ccc(F)cc3)CC2)c(NC(=O)Nc2cccc(OC)c2)c1	?	.
O=C(CN(C(=O)c1csnn1)c1cccc(F)c1)NCc1ccc(F)cc1	-5%	-6
CCc1ccc(-c2nc(-c3ccncc3)no2)cc1	?	.
CCOc1ccc(C(=O)NCC(=O)NNC(=O)CN(C)S(=O)(=O)c2ccc(Cl)cc2)cc1	?	.
Cc1ccc(-n2nc(C)c(Sc3ccccc3[N+](=O)[O-])c2N)cc1	?	.
COc1ccccc1CCNC(=O)C(=O)NCC1OCCN1C(=O)c1ccc(Cl)cc1 (centres undefined)	5%	-8
COc1ccc(Nc2nc(C)nc3c2nnn3Cc2ccccc2)cc1OC	0%	-19
O=C(Nc1ccnn1C1CCN(Cc2ccccc2OCCO)CC1)c1cccc(F)c1	?	.
Cc1nc(SCC(=O)NCCc2ccccc2)c2oc3ccccc3c2n1	3%	-17
CC(=O)Nc1ccc(NC(=S)NC(=O)/C=C/c2ccc(Cl)cc2)cc1	4%	20
CN(C)CCN(C(=O)c1ccc2ccccc2c1)c1nc2cc3c(cc2s1)OCCO3	?	.

Next entries.
Compound	S3 lipid droplet	S3 lipid droplet cell count max
CN(C)c1ccc(C(=O)N2CCCC(CCC(=O)N3CCN(c4ccccn4)CC3)C2)cc1 (centres undefined)	-21%	-25
CCN(CC)c1ccc(/C=C(\C#N)c2ccccn2)cc1	?	.
O=c1[nH]c(CSc2nc3ccccc3s2)nc2cc(Cl)ccc12	2%	0
COc1ccc(-c2nc3cc(C)ccn3c2NCc2ccc3c(c2)OCO3)cc1	?	.
Cc1ccc(S(=O)(=O)NCCc2nnc(SCc3cccnc3)n2C)cc1	?	.
CCC(CC)NC(=O)/C=C/c1ccccc1Cl	?	.
c1ccc(CN2CCN(c3cnc4ccccc4n3)CC2)cc1	?	.
CCc1ccc(OCC(=O)Nc2ncc3c(n2)CC(C)(C)CC3=O)cc1	?	.
COc1ccc([C@H]2CC(=O)C=C(c3cc4ccccc4s3)C2)cc1	5%	-2
O=C(O)C(Cc1c[nH]c2ccccc12)NS(=O)(=O)c1ccc(Br)cc1 (centres undefined)	?	.
COc1ccc(-c2c(C#N)c(N)nc3sc(C(=O)c4ccccc4)c(N)c23)cc1	1%	14
O=C(NCc1n[nH]c(=S)n1-c1ccc(F)cc1)c1ccc(S(=O)(=O)N2CCCC2)cc1	i	7
COc1cccc(OCC(O)CN2CCN(c3ccccc3)CC2)c1 (centres undefined)	7%	17&16
NC(=O)c1ccsc1NC(=O)c1coc2ccccc2c1=O	-1%[9.22 µM]	5
COc1ccc(NC(=O)CCCC(=O)c2ccccc2)cc1OC	i	10
O=C(NCCS(=O)(=O)N1CCN(c2ccccc2)CC1)c1ccccc1F	4%[0.0737 µM]	.
O=C(NCc1nnc(SCC(=O)N2CCCCCC2)o1)c1ccccc1F	?	.
COc1ccc(C(C(=O)NC2CCCC2)N(CC2CCCO2)C(=O)Cc2cccs2)cc1OC (centres undefined)	?	.
Cc1ccc(C(=O)Nc2nnc(-c3ccco3)o2)cc1	?	.
O=C(CCCC(=O)N(CC(=O)NC1CCCCC1)Cc1ccccc1)Nc1ccccn1	?	.
CCOc1ccc(C(CC(=O)O)NC(=O)C(c2ccccc2)c2ccccc2)cc1OC (centres undefined)	1%	-10
Fc1ccc(C(c2ccc(F)cc2)N2CCN(C/C=C/c3ccccc3)CC2)cc1	?	.
CCCCOc1ccc(-c2cc(C(F)(F)F)c(C#N)c(SCC(=O)O)n2)cc1	-3%	-17
O=C(Nc1ccccc1F)C1CCCN(S(=O)(=O)c2ccc(-n3cnnn3)cc2)C1 (centres undefined)	-24%	19
COC(=O)c1cccc(NCN2C(=O)c3ccccc3C2=O)c1	?	.
CC(=O)c1ccc(Sc2nnc(C)s2)c([N+](=O)[O-])c1	?	.
O=[N+]([O-])/C(C(Cl)=C(Cl)Cl)=C(/NC1CC1)Sc1ccccc1	-4%	3
COc1ccccc1NC(=O)C/C(N)=N/O	i	9
N#Cc1ccsc1NC(=O)COC(=O)c1ccc2ccccc2c1	?	.
CCn1c(SCc2cccc(C)c2)nnc1-c1ccc(C)cc1	i	4
